Source: PubChem (National Center for Advancing Translational Sciences (NCATS))
GLP1R cytotox: cytotoxicity counter-screen for GLP-1 receptor inverse agonists; HEK293 cAMP-luciferase reporter cells, luminescence, 24 h; Potency, µM (doses to about 38.3 µM), inactives show at the top dose activity change, negative = inhibition, hits mostly inhibitors; 410,000 tested, 0.13% active; AID 624418;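 also: loss of luciferase light is scored as toxicity; potency is read from the fitted curve at half-maximal effect; % is scaled to controls: 0 for no effect and ±100 for the full control effect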
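A 23 nL compound transfer followed 12 hours of cell culture at 37 deg C; exposure then lasted 24 hr. Luciferase assay detection reagent was dispensed and plates read for luminescence after a 12 min room-temperature wait.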
FUS yeast rescue: rescues growth of FUS-expressing yeast; S. cerevisiae FUS-expressing, growth rescue, OD600, 24 h; Potency, µM (top dose mostly 76.6 µM), for the others: at the top dose growth rescue (activation), most hits filed as activators; 390,000 tested, 0.24% active;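 also: potency is read from the fitted curve at half-maximal effect; plate controls were DMSO vehicle for no effect and reference control for full effect; nearly all actives have a fitted effect of over 55% in size; some results filed as inactive show a strong effect at the top dose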
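Read-out: OD at 600 nm after 24hr at 30C, reporting rescue of FUS-induced yeast toxicity. Cells at OD 0.005 in galactose (2%) minimal medium; compounds tested in a dilution series; CP55940 titration from 92uM final as control.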
TDP43 rescue: rescues yeast growth from TDP-43 toxicity; 410,000 tested, 1.8% active; AID 652104; TDP-43 expressing yeast growth rescue, BacTiter-Glo, 24 h; Potency, µM (doses to about 46.1 µM), for inactives: top-dose growth rescue (activation), most hits filed as activators; also: potency is read from the fitted curve at half-maximal effect; % of control where 0% means no effect; nearly all actives have a fitted effect of over 50% in size
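Cell-based yeast growth screen: TDP-43 expression induced in galactose, inoculum OD600=0.02 after raffinose pregrowth to mid-log. Read-out BacTiter-Glo luminescence at 24 hr, 30 deg C; inhibition of toxicity seen as signal increase.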
Abeta rescue: restores growth of yeast expressing A-beta42 peptide | 410,000 tested, 0.063% active | AID 1347071 | yeast expressing A-beta42, growth rescue, OD600, 48 h; response scale: 0% DMSO, 100% iron-clioquinol control | Potency, µM (series often up to 46.1 µM), for inactives: top-dose growth rescue, usual class: activators; also: potency is read from the fitted curve at half-maximal effect; nearly all actives have a fitted effect of over 55% in size
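Yeast growth medium received pinned compounds, then yeast cells expressing toxic A-beta were added; plates incubated at 30 C for 48 hr. Growth read as absorbance at 600 nm, normalized to DMSO and equimolar FeCl3 plus clioquinol controls.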
pAkt inh: Akt phosphorylation inhibition; AID 651550; activity change, % for hits at 50 µM; Neuro2A IGF-stimulated pAkt S473 HTRF, 20 min; active compounds read low; 360,000 tested, 0.32% active; in the data active = activity change below about -80%; inconclusive = mostly about -51% to -80%; also: % is scaled to controls: 0 for no effect and ±100 for the full control effect
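Neuro2A cells (4,500/well, DMEM with 0.5% FBS) were treated with compound at a single 50 µM final concentration, stimulated with 6 nM IGF for 20 min at 37 °C, and lysed. Phospho-Akt Ser473 was read by HTRF as 665/615 ratio ×10^4.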
PTHR1 ag: PTHR1 (human) receptor agonism. Q03431. HEK293 GP2 PTHR1 cells, GloSensor cAMP luminescence, 1 h. Potency, µM (series often up to 115 µM), for the others: at the top dose activation, hits mostly activators. 410,000 tested, 0.075% active. AID 743266; also: potency is read from the fitted curve at half-maximal effect; nearly all actives have a fitted effect of over 55% in size; some results filed as inactive show a strong effect at the top dose; inactives centre near -15; many of its hits are not listed in these tables
Target sequence (Q03431 whole entry, looked up): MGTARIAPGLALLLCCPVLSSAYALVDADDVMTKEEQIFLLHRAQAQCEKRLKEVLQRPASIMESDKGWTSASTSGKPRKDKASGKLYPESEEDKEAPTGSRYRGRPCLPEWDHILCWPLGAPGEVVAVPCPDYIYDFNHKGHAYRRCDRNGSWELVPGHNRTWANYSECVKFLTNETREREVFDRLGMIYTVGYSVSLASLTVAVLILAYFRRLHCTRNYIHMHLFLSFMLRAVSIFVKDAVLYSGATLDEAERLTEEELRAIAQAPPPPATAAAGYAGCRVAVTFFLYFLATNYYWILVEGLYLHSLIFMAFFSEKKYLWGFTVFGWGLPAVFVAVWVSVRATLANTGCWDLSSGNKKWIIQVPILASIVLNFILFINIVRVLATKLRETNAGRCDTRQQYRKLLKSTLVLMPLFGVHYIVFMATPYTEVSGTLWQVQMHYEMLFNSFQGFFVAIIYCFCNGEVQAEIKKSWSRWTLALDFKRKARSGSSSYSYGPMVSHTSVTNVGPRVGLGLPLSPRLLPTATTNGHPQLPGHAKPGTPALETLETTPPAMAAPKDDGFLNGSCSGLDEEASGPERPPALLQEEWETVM
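HEK-293-derived GP2 cells expressing PTHR1 and a GloSensor cAMP reporter, 3,000/well, plated overnight, given luciferin plus IBMX (each 0.5 mM as added) for 1 h at 37 °C, then compound for 1 h at 37 °C. Luminescence was read after 15 min at room temperature.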
GLP-1R inv ag: acts as inverse agonist at human GLP-1 receptor; HEK293 GLP-1R CRE-luciferase, luminescence, 24 h; GLP-1R form is constitutively active; Potency, µM (doses to about 38.3 µM), for inactives: at the highest dose activity change, negative = inhibition, usual class: inhibitors; AID 624417; 410,000 tested, 1.6% active; also: potency is read from the fitted curve at half-maximal effect; % is scaled to controls: 0 for no effect and ±100 for the full control effect; nearly all actives have a fitted effect of over 55% in size
Target sequence (P43220 whole entry, looked up): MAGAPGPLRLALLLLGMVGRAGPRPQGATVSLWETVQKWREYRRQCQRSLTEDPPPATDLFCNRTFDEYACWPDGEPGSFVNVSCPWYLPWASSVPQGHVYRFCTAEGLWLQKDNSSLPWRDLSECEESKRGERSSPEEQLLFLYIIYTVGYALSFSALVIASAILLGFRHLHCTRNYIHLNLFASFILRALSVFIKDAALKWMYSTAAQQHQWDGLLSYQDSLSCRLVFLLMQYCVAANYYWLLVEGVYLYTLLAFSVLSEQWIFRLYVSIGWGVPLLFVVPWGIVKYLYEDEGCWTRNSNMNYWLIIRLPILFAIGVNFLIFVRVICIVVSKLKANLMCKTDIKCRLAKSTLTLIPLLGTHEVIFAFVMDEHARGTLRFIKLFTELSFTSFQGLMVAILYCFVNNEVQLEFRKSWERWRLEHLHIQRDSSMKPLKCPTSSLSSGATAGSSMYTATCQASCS
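Cells are plated, allowed 12 hours at 37 deg C, then treated with compounds for 24 hr before luciferase detection reagent is added and luminescence is read after 12 min at room temperature. The HEK293 line carries constitutively active GLP-1R with a cAMP-responsive reporter.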
aSyn yeast inh: inhibitors of alpha-synuclein toxicity in yeast; Yeast expressing alpha-synuclein, growth rescue, BacTiter-Glo, 24 h; Potency, µM (top dose mostly 46.1 µM), without a hit: top-dose growth rescue (activation), hits mostly activators; 370,000 tested, 0.14% active; AID 652106; also: potency is read from the fitted curve at half-maximal effect; % of control where 0% means no effect; nearly all actives have a fitted effect of over 65% in size
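Readout is rescue of growth in alpha-synuclein-expressing yeast, so inhibitors of toxicity appear as activators. Growth after 24 hr at 30 deg C in galactose medium is quantified by luminescence.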
Mm-Cpn inhibitor: blocks the Methanococcus maripaludis chaperonin Mm-Cpn. 330,000 tested, 0.031% active. Potency, µM (titrated, usually from 76.9 µM), without a hit: at the top dose activity, negative = inhibition, actives largely listed as inhibitors. purified Mm-Cpn ATPase, ADP Transcreener TR-FRET. AID 504842; also: potency is read from the fitted curve at half-maximal effect; % is scaled to controls: 0 for no effect and ±100 for the full control effect; nearly all actives have a fitted effect of over 80% in size
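Compound-treated chaperonin, 25 nM final, turns over 10 uM ATP at 37°C for 30 min following a 10 min preincubation; ADP generated competes with ADP-d2 for Eu-cryptate antibody, lowering FRET.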
Active calls of the source: *; i = inactive; u = inconclusive; x = not tested or not shown; & = joins results of further samples; [ ] = remark or other dose. Unless noted, calls follow the shape of the dose curve; as a rule, active = well fitted curve in the direction sought with a large enough effect; inconclusive = small, poorly fitted or top-dose-only effect, or another doubt; inactive = no such curve, though single readings can be large; an effect the other way counts as inactive or inconclusive. A portion of the library (hit frequency here may not be typical).

Compound	FUS yeast rescue	Abeta rescue	PTHR1 ag	aSyn yeast inh	Mm-Cpn inhibitor	TDP43 rescue	pAkt inh	GLP-1R inv ag	GLP1R cytotox
COC(=O)CSc1nc(-c2cccs2)ccc1C#N	-6%	1%	8%[57.5 µM]	6%	-17%	-7%	i	64%[activator]	26%
Cc1ccc(S(=O)(=O)NNC(=O)c2cnn(-c3ccccc3)c2C(F)(F)F)cc1	18%	6%	-32%[inhibitor]	1%	0%	20%	i	2%	-37%
Cc1ccc2c(c1)c1c3n2CCCNC3CCC1 (stereo not given)	3%	7%	i	-10%	0%	-22%	i	u	-3%
Cc1cc(C)nc(N/N=C/c2c(C)oc3ccccc23)n1	19%	-2%	-17%	-3%	-1%	-6%	i	7%	2%
O=C(Oc1ccccc1)c1ccc(NC(=O)c2ccco2)cc1	x	-9%	-51%[inhibitor]	-29%	-12%	12%	i	18%	-15%
CCc1ccc(NC(=S)Nc2ccc3cn[nH]c3c2)cc1	35%	15%	i	-2%	1%	13%	i	-7%	-5%
CC1CCC(NC(=O)c2ccc3c(c2)N(Cc2ccccc2)C(=O)c2ccccc2S3(=O)=O)CC1 (stereo not given)	u	2%	9%	x	x	11%	x	u	5%
CCOc1cc2c(cc1OCC)C(c1c(F)cccc1Cl)CC(=O)N2 (stereo not given)	6%	-5%	-9%	x	x	15%	x	-3%	5%
Nc1nc(CN2CCN(c3ccccn3)CC2)nc(Nc2ccc(Cl)cc2)n1	-32%	4%	-35%[inhibitor]	8%	0%	-14%	i	u	0%
COCCNC(=O)c1ccc(-n2c(SCc3cc(F)ccc3F)nc3ccccc3c2=O)cc1	x	0%	-37%[inhibitor]	-7%	2%	5%	i	3%	6%
CCc1cc(=O)oc2cc(C)cc(OC(C)C(=O)NCCN3CCOCC3)c12 (stereo not given)	-20%	2%	i	-3%	-1%	0%	i	27%	-1%
CN(C)S(=O)(=O)c1cccc(NC(=O)COc2ccc(S(=O)(=O)N3CCOCC3)cc2Cl)c1	16%	-15%	i	-2%	1%	0%	i	-9%	6%
COc1cc(NC(C)=O)c2ncccc2c1Br	-1%	-12%	i	-3%	x	u	i	36%[activator]	16%
Cc1ccc(NC(=O)CSc2ccc(-c3ccco3)nn2)cc1	-4%	2%	-42%[inhibitor]	6%	-1%	3%	i	8%	11%
Cn1cnc(S(=O)(=O)N2CCN(C(c3ccccc3)c3ccccc3)CC2)c1	-3%	-6%	27%	-2%	1%	-12%	i	u	2%
Cc1oc(C(=O)O)cc1CSc1nnc(-c2ccccc2)n1C	13%	10%	i	2%	2%	-18%	i	9%	-13%
COc1ccc(-c2ccc3oc(-c4ccc(OC)cc4)c(-c4ccc(OC)cc4)c3c2)cc1	-2%	7%	-15%	-8%	x	11%	i	19%	10%
Cc1ccc(S(=O)(=O)c2nc(S(=O)(=O)CCO)sc2N2CCOCC2)cc1	-23%	-6%	i	2%	3%	-9%	i	-17%	3%
Nc1c(C(=O)N2CCCCC2)sc(=S)n1-c1ccccc1	11%	1%	-3%[57.5 µM]	-19%	2%	19%	i	2%	-3%
CCc1ccccc1NC(=S)NCCSc1ccc(Cl)cc1	16%	23%	-28%	-8%	3%	13µM*	i	7.1µM*	u
N#CCC(=O)N1CCN(C=O)CC1	-4%	7%	-13%	-3%	0%	-14%	i	18%	9%
CS(=O)(=O)N(CC(=O)Nc1c(F)cccc1F)c1cccc([N+](=O)[O-])c1	-16%	9%	-8%[57.5 µM]	0%	-5%	-11%	i	7%	-2%
CC(=O)c1cc(-c2ccc(F)cc2)n(CC(=O)NC2CCCCCC2)c1C	-1%	-6%	-13%	x	x	10%	x	6%	-9%
COc1ccc(C(=O)N2CCN(c3ccc([N+](=O)[O-])c(NCCc4ccc(OC)c(OC)c4)c3)CC2)cc1	13%	5%	i	-1%	-1%	0%	i	-2%	2%[1.53 µM]
Cc1cccc(-n2ncc3c2CCCC3NC(=O)Cc2c(C)noc2C)c1C (stereo not given)	7%	-4%	-28%	-2%	0%	2%	i	7%	-7%

2 entries drawn at random from those above, as already listed:
Compound	FUS yeast rescue	Abeta rescue	PTHR1 ag	aSyn yeast inh	Mm-Cpn inhibitor	TDP43 rescue	pAkt inh	GLP-1R inv ag	GLP1R cytotox
CS(=O)(=O)N(CC(=O)Nc1c(F)cccc1F)c1cccc([N+](=O)[O-])c1	-16%	9%	-8%[57.5 µM]	0%	-5%	-11%	i	7%	-2%
CCc1cc(=O)oc2cc(C)cc(OC(C)C(=O)NCCN3CCOCC3)c12 (stereo not given)	-20%	2%	i	-3%	-1%	0%	i	27%	-1%

The listing continues:
Compound	FUS yeast rescue	Abeta rescue	PTHR1 ag	aSyn yeast inh	Mm-Cpn inhibitor	TDP43 rescue	pAkt inh	GLP-1R inv ag	GLP1R cytotox
CCCCOc1ccc(C(=O)N(Cc2ccco2)Cc2ccco2)cc1	u	6%	4%	x	x	8%	x	u	8%
O=C(CN1C(=O)NC2(CCCC2)C1=O)Nc1cccc(-c2nnc3n2CCCCC3)c1	0%	-29%	i	-12%	1%	1%	i	0%	-10%
CCOc1ccc2nc(-c3cc(NC(C)=O)ccc3O)sc2c1	-22%	-5%	-1%	7%	2%	u	i	32%	-8%
COc1cccc(N(CC(=O)N/N=C(\C)c2cccs2)S(C)(=O)=O)c1	x	-13%	i	3%	-1%	18%	i	4%	0%
CCc1nc2ccc(C(=O)Nc3ccc(C(N)=O)cc3)cn2c1N(C)CCC(C)C	u	-18%	-18%	-6%	x	18%	i	u	-22%
Cc1ccc(C)c(NS(=O)(=O)c2cc(Br)cnc2N)c1	-14%	22%	-11%[57.5 µM]	29%	0%	6%	i	u	-4%
COC(=O)c1ccccc1NC(=O)c1ccc(=O)n(Cc2cccc(C)c2)c1	-8%	-19%	-3%	0%	x	32µM*	x	3%	0%
C=C(C)CSc1cc(C)c(C#N)c2nc3ccccc3n12	u	-45%[inhibitor]	i	-13%	u	-2%	i	6%	x
CC1Cc2ccccc2N1CC(=O)NC(c1ccccc1)c1ccccc1 (stereo not given)	38%	-5%	-25%	5%	0%	-13%	i	u	6%
CC(=O)Nc1ccc(NC(=O)CCCSc2nc3ccccc3s2)cc1	-5%	-3%	i	0%	0%	1%	i	0%[7.66 µM]	6%[7.66 µM]
O=C(CNC(=O)c1ccc(Cl)cc1Cl)OCC(=O)N1CCCC1	9%	0%	10%	0%	1%	7%	i	10%	1%
CC1(c2nnc(-c3ccc(Cl)cc3)o2)CC(c2cccnc2)=NO1 (stereo not given)	-13%	-24%	0%	1%	x	23%	i	18%	0%
O=C(CNC(=O)c1ccccc1Cl)NCC(c1cccs1)N1CCOCC1 (stereo not given)	2%	4%	-21%	6%	-7%	17%	i	21%	5%
O=C(O)c1ccccc1C(=O)Nc1ccc(Oc2cccc3ccccc23)cc1	24%	14%	-10%	u	-4%	-13%[0.397 µM]	i	45%[activator]	-11%
C=CCNC(=O)COC(=O)c1nc2nccc(C)n2n1	-14%	2%	-22%	17%	-3%	14%	i	4%	0%
COc1ccccc1-c1cc(C(=O)NCc2ccc(F)cc2)no1	10%	-37%	i	17%	3%	9%	i	u	1%
CCc1cccc(C)c1N(C(=O)Cn1c(=O)[nH]c2ccccc21)C(C)COC (stereo not given)	28%	47%	i	6%	-1%	21%	i	u	-17%
CCN(CC(=O)NC1CCS(=O)(=O)C1)S(=O)(=O)c1cc(Br)ccc1Br (stereo not given)	-10%	15%	-24%	2%	0%	18%	i	-7%	-8%
Cc1ccc(S(=O)(=O)NCC(=O)N(CC(=O)NCc2ccco2)Cc2ccc(F)cc2)cc1	7%	-8%	i	0%	3%	-23%	i	-9%	-14%
CCOc1ccc(N(CC(=O)N2CCCC2)S(=O)(=O)c2ccc(Cl)cc2)cc1	40%	0%	i	-2%	1%	-17%	i	-26%	-7%
O=C(CC1C(=O)NCCN1Cc1ccoc1)NCc1cccc(OC(F)(F)F)c1 (stereo not given)	8%	19%	i	8%	-16%	-15%	i	-33%	2%
O=Cc1c(NC2CCCCC2)c2ccccc2[nH]c1=O	7%	-16%	-1%	-18%	0%	0%	i	3%	2%
Cc1ccc(-c2nc(S(=O)(=O)c3ccc(C)cc3)c(SCC(=O)NC3CCCCC3)o2)cc1	12%	-13%	i	x	x	11%	x	3%	10%
CCOC(=O)C(C)S(=O)(=O)c1ccc(C(F)(F)F)cn1 (stereo not given)	-31%	13%	i	-10%	0%	16%	i	3%	1%
O=C(OCC#CCSc1nnc(-c2cccc3ccccc23)o1)c1cc2ccccc2o1	-8%	-16%	i	x	0%&3%	x	x	x	x
O=c1ccc2cc(S(=O)(=O)N3CCN(c4cc(Cl)ccc4Cl)CC3)ccc2o1	29%	-5%	0%[57.5 µM]	12%	1%	21%	i	0%	-4%
O=C(O)C[C@H]1c2cc(C(F)(F)F)ccc2S(=O)(=O)N1Cc1ccccc1	-15%	1%	i	10%	x	5%	i	11%	0%
O=c1c2ccccc2nc2n1CCCCC2	-13%	20%	-25%[57.5 µM]	-4%	-2%	-8%	i	-6%	5%
COc1cc(/C=C(/Sc2nnc(-c3ccc(F)cc3)o2)C(=O)O)ccc1OC(F)F	26%	-6%	-62%[inhibitor]	-4%	-4%	-12%	i	-1%	-4%
O=C(Cn1ncn2cccc2c1=O)N1CCCCC1	8%	11%	i	1%	0%	3%	i	7%	0%
